High-throughput results: PubChem, several laboratories
MsrA inhibitor: inhibitors of bovine MsrA. purified bovine MsrA, absorbance read-out. inhibition, % at 15.5 µM. 360,000 compounds, 0.75% hits. AID 651718; in the data active = inhibition above about 4.5%;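 also: 0% = vehicle wells with enzyme and 100% = reference inhibitor wells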
DNMT1 block: blocks human DNA methyltransferase DNMT1. DNMT1 molecular beacon, Hinp1I cleavage, fluorescence. inhibition (reported as % activation of signal), % at 10 µM. 360,000 compounds, 0.83% hits. AID 588458; in the data active = inhibition above about 50%
NRP1-CendR mod: modulators of CendR peptide binding to human neuropilin-1; O14786; 360,000 compounds, 0.85% hits; FAM-RPARPAR peptide binding to NRP-1, fluorescence polarization; inhibition, % at 25 µM; AID 602438;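 active = inhibition or corrected inhibition above about 18%, plus a signal ratio from 0.5 to 1.5, limit read from the data, passing the limit was not always enough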; also: strong numbers were not always called active
Target sequence (O14786 whole entry, looked up): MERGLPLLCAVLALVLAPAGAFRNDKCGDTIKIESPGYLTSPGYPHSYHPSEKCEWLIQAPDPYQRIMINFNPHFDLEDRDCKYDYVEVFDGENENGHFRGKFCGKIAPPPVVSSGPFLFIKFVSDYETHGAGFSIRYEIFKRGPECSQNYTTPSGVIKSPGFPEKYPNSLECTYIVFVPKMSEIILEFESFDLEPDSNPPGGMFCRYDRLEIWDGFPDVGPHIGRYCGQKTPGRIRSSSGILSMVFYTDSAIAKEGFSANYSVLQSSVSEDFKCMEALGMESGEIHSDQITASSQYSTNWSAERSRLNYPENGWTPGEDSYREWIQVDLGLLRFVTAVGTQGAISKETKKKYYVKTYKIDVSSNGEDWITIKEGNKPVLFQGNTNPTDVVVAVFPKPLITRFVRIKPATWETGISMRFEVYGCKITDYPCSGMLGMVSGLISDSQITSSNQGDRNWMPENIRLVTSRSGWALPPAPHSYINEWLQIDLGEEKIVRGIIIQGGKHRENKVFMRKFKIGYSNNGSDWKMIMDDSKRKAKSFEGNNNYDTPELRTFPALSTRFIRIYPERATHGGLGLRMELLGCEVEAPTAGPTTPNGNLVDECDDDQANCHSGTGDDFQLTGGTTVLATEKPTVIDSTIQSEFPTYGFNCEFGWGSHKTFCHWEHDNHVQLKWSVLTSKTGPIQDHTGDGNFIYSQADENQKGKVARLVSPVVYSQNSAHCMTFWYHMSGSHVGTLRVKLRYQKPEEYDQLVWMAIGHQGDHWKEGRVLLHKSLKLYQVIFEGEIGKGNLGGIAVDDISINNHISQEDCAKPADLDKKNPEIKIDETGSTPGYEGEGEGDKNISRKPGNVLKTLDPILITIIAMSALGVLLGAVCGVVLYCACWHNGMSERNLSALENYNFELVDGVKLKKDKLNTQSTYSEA
Scp1 inh: Scp-1 (human) phosphatase inhibition; Recombinant Scp1, phosphopeptide, malachite green phosphate absorbance; inhibition, % at 20 µM; Q9GZU7; 340,000 compounds, 0.88% hits;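 active = inhibition above about 50% at 20 µM, limit read from the data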;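 also: plate controls were DMSO wells with enzyme for no effect and wells lacking enzyme for full effect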
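System: SCP-1 catalytic domain; Reagent: Phospho 17-mer peptide substrate; Doses: one concentration, 20 µM, with 1.0% DMSO; Incubation: 45 min room-temperature reaction, 5 min colour, 30 min stabiliser; Signal: Phosphate-binding colour reagent, absorbance read at 630 nm.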
STEP inh: inhibitors of human striatal-enriched phosphatase STEP. P54829. recombinant STEP, OMFP fluorogenic substrate, fluorescence. inhibition, % at 20 µM. 360,000 compounds, 0.25% hits. AID 588621;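 active = inhibition at 20 µM, scaled per plate between control wells, above about 37%, limit read from the data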;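 also: 0% = DMSO with enzyme and substrate and 100% = substrate only without enzyme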
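Material: STEP (striatal-enriched tyrosine phosphatase) enzyme, cell-free; Compound dosing: 20 µM single dose in 1% DMSO; Technique: fluorescence read at 480 nm ex / 540 nm em; Times: reaction 20 min, ambient temperature; Medium: 50 mM Bis-Tris pH 6.0 with 2.5 mM DTT and 0.005% Tween 20; Also added: OMFP at 25 µM.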
SUMO1-SIM PPI: alters human SUMO1 binding to SIM partners; P63165; SUMO1 binding to a labelled peptide, TR-FRET, 1 h; inhibition, % at 20 µM; 360,000 compounds, 0.33% hits; AID 602429; in the data active = inhibition above about 37%
Tb MetRS inh: Trypanosoma brucei MetRS inhibition. AID 624268. 360,000 compounds, 0.4% hits. purified T. brucei MetRS, ATP depletion, Kinase-Glo luminescence. inhibition, % at 11.9 µM;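 active = inhibition above a per-plate cutoff of the control wells' mean inhibition plus 3 SD, cut at about 5.5% in these data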;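 also: 0% = DMSO wells median and 100% = median of wells with control inhibitor compound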
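Material: parasite MetRS enzyme / Replication: singlicate, one well per compound / Signal: luminescence of leftover ATP / Schedule: 2 h aminoacylation at 25 °C after 15 min preincubation / Medium: HEPES-MgCl2-KCl buffer plus DTT, spermine, BSA, pyrophosphatase / Doses: 11.9 µM single point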
LMPTP block: blocks human LMPTP phosphatase; recombinant LMPTP-A, OMFP fluorogenic substrate, fluorescence intensity; inhibition, % at 20 µM; 360,000 compounds, 0.22% hits;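 active = compounds that cut the enzyme signal by at least half of the control window in the single-dose screen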;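 also: plate controls were DMSO wells with enzyme plus substrate for no effect and substrate without enzyme for full effect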
Target sequence (P24666 whole entry, looked up): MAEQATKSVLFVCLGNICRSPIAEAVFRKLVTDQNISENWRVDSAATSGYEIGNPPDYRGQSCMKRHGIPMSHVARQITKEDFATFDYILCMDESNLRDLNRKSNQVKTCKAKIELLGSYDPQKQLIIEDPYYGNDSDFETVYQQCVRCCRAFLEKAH
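Material: LMPTP-A; amount: 0.625 nM enzyme; doses: single 20 µM dose; times: reaction 50 min, room temperature, dark; technique: fluorescence intensity of OMFP turnover product; benchmarks: no-enzyme and uninhibited controls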
bovine MsrA act: bovine methionine sulfoxide reductase A activation; purified bovine MsrA, absorbance read-out; activation, % at 10.6 µM; 360,000 compounds, 0.3% hits; AID 602163; in the data active = activation above about 7.5%;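 also: 0% = vehicle and 100% = reference activator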
E coli Lon inh: inhibits E. coli Lon protease. purified E. coli Lon protease, fluorescence polarization. P0A9M0. 360,000 compounds, 0.42% hits. inhibition, % at 7.94 µM. AID 602123; in the data active = inhibition above about 13%, passing the limit was not always enough;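 also: 0% = enzyme with probe and DMSO and 100% = no enzyme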
Starred values were filed as active, the others as inactive.

How did CC1CN(C(=S)Nc2ccc(Cl)cc2)CC(C)O1 (centres undefined) do in these assays?
MsrA inhibitor: 1.2; DNMT1 block: 2.7; NRP1-CendR mod: 9.1; Scp1 inh: -5.1; STEP inh: 0.4; SUMO1-SIM PPI: 3.5; Tb MetRS inh: -0.8; LMPTP block: 1.7; bovine MsrA act: 0.8; E coli Lon inh: -13.8

What do the screens show for `OCCCNc1nc(-c2ccccc2)c2cc(Br)ccc2n1`?
MsrA inhibitor: -0.4; DNMT1 block: -3.8; NRP1-CendR mod: -14.3; Scp1 inh: 6.2; STEP inh: -0.1; SUMO1-SIM PPI: -15.4; Tb MetRS inh: 0.0; LMPTP block: 3.6; bovine MsrA act: -1.9; E coli Lon inh: 5.8

How did O=C(NCCN1CCOCC1)Nc1ccccc1 do in these assays?
MsrA inhibitor: -0.4; DNMT1 block: 0.0; NRP1-CendR mod: -0.1; Scp1 inh: -10.3; STEP inh: -1.7; SUMO1-SIM PPI: -0.3; Tb MetRS inh: -0.1; LMPTP block: -1.4; bovine MsrA act: -2.8; E coli Lon inh: -5.2

Results for C=CCNC(=O)c1ccc2c3n(nc2c1)-c1ccccc1CO3 ?
MsrA inhibitor: 3.0; DNMT1 block: 2.7; NRP1-CendR mod: 0.6; Scp1 inh: -7.7; STEP inh: 2.6; SUMO1-SIM PPI: -29.2; Tb MetRS inh: -0.6; LMPTP block: 2.4; bovine MsrA act: 0.0; E coli Lon inh: 10.7

How did CCCc1cc(=O)c2ccc(OC/C(C)=N/O)cc2o1 do in these assays?
MsrA inhibitor: -0.6; DNMT1 block: 0.7; NRP1-CendR mod: -3.6; Scp1 inh: -11.4; STEP inh: -3.2; SUMO1-SIM PPI: 3.2; Tb MetRS inh: -0.2; LMPTP block: -1.5; bovine MsrA act: -2.4; E coli Lon inh: -3.9

How did CC1CC(C)(C)OC(c2ccc(C(C)C)cc2)O1 (centres undefined) do in these assays?
MsrA inhibitor: -0.3; DNMT1 block: 8.4; NRP1-CendR mod: 4.2; Scp1 inh: 5.3; STEP inh: -1.9; SUMO1-SIM PPI: 6.6; Tb MetRS inh: -0.2; LMPTP block: -1.7; bovine MsrA act: -2.3; E coli Lon inh: -11.3

What do the screens show for `COc1cc(Cc2nc3ccc(S(=O)(=O)N4CCOCC4)cc3[nH]2)cc(OC)c1OC`?
MsrA inhibitor: -0.3; DNMT1 block: 3.0; NRP1-CendR mod: -5.5; Scp1 inh: -11.2; STEP inh: -1.8; SUMO1-SIM PPI: 4.8; Tb MetRS inh: 0.5; LMPTP block: -0.1; bovine MsrA act: -3.9; E coli Lon inh: -11.0

How did Nc1ccc2oc3ncccc3c(=O)c2c1 do in these assays?
MsrA inhibitor: 0.1; DNMT1 block: 6.5; NRP1-CendR mod: 5.5; Scp1 inh: -6.1; STEP inh: -2.5; SUMO1-SIM PPI: -21.3; Tb MetRS inh: 0.3; LMPTP block: 0.9; bovine MsrA act: -0.8; E coli Lon inh: 2.2

Results for CCN(CC)CCCn1c(=S)[nH]c2ccc(Cl)cc2c1=O ?
MsrA inhibitor: -0.1; DNMT1 block: 3.9; NRP1-CendR mod: 2.7; Scp1 inh: -4.3; STEP inh: -10.1; SUMO1-SIM PPI: 5.4; Tb MetRS inh: 4.0; LMPTP block: 0.2; bovine MsrA act: -1.5; E coli Lon inh: -2.4

How did Cc1cc(C)n2nc(SCc3nnc(SCCCCl)o3)nc2n1 do in these assays?
MsrA inhibitor: -0.2; DNMT1 block: 5.8; NRP1-CendR mod: 1.3; Scp1 inh: -8.0; STEP inh: -2.5; SUMO1-SIM PPI: 4.6; Tb MetRS inh: -0.2; LMPTP block: -2.1; bovine MsrA act: 5.9; E coli Lon inh: -3.4

Results for COC(=O)Nc1ccc(N2CCOCC2)c(S(=O)(=O)N2CCOCC2)c1 ?
MsrA inhibitor: 0.9; DNMT1 block: 2.4; NRP1-CendR mod: 10.0; Scp1 inh: -4.7; STEP inh: -1.8; SUMO1-SIM PPI: 1.9; Tb MetRS inh: -0.2; LMPTP block: 0.0; bovine MsrA act: -0.2; E coli Lon inh: 3.5

What do the screens show for `CC1CN(C(=O)CSc2ncnc3sccc23)CC(C)O1` (centres undefined)?
MsrA inhibitor: 0.1; DNMT1 block: 1.4; NRP1-CendR mod: -34.2; Scp1 inh: -3.6; STEP inh: -0.5; SUMO1-SIM PPI: 3.9; Tb MetRS inh: -0.3; LMPTP block: 0.1; bovine MsrA act: 1.5; E coli Lon inh: -13.5

What do the screens show for `CC(=O)c1c(NCCc2ccccc2)cc(C)oc1=O`?
MsrA inhibitor: -0.2; DNMT1 block: 1.7; NRP1-CendR mod: 12.8; Scp1 inh: -4.3; STEP inh: -1.2; SUMO1-SIM PPI: -3.5; Tb MetRS inh: -1.3; LMPTP block: 0.2; bovine MsrA act: -9.8; E coli Lon inh: 6.0

Results for COc1ccc(C(=O)N/N=C/c2cn[nH]c2-c2ccc(OC)cc2OC)cc1 ?
MsrA inhibitor: 0.9; DNMT1 block: 0.9; NRP1-CendR mod: 6.9; Scp1 inh: -16.6; STEP inh: 1.3; SUMO1-SIM PPI: 17.4; Tb MetRS inh: 0.5; LMPTP block: -0.3; bovine MsrA act: -5.1; E coli Lon inh: -11.3

How did O=C(COC(=O)c1ccc(S(=O)(=O)N2CCCCC2)cc1)NC1CCCCC1 do in these assays?
MsrA inhibitor: 0.6; DNMT1 block: 2.9; NRP1-CendR mod: 2.8; STEP inh: 0.9; SUMO1-SIM PPI: 3.6; Tb MetRS inh: -0.3; LMPTP block: 15.8; bovine MsrA act: -2.0; E coli Lon inh: 2.1

How did COc1ccc(CNC(=O)Cn2cccc2C(=O)c2ccccc2C)cc1 do in these assays?
MsrA inhibitor: -0.3; DNMT1 block: -3.6; NRP1-CendR mod: 3.4; Scp1 inh: 4.8; STEP inh: -6.6; SUMO1-SIM PPI: 2.4; Tb MetRS inh: -1.4; LMPTP block: 0.1; bovine MsrA act: -13.1; E coli Lon inh: -2.1

Results for COc1ccc(CNC(=O)CN2C(=O)NC(C)(c3cccc4ccccc34)C2=O)cc1OC (centres undefined) ?
MsrA inhibitor: 0.2; DNMT1 block: -3.4; NRP1-CendR mod: 4.8; Scp1 inh: -2.0; STEP inh: 3.6; SUMO1-SIM PPI: 4.1; Tb MetRS inh: 0.4; LMPTP block: 0.1; bovine MsrA act: -2.7; E coli Lon inh: -2.6

How did Cc1[nH]n(-c2cccc(Cl)c2)c(=O)c1C=NCc1ccco1 do in these assays?
MsrA inhibitor: -1.4; DNMT1 block: 1.9; NRP1-CendR mod: 3.3; Scp1 inh: -8.1; STEP inh: -1.8; SUMO1-SIM PPI: -2.5; Tb MetRS inh: -1.0; LMPTP block: -1.8; bovine MsrA act: -5.3; E coli Lon inh: -2.4

How did Cc1ccc(S(=O)(=O)N(C)C)cc1NC(=O)CN1C(=O)NC2(CCCCCCC2)C1=O do in these assays?
MsrA inhibitor: -0.4; DNMT1 block: 1.9; NRP1-CendR mod: 5.5; Scp1 inh: 1.1; STEP inh: -1.6; SUMO1-SIM PPI: -0.5; Tb MetRS inh: -0.1; LMPTP block: -1.3; bovine MsrA act: -7.7; E coli Lon inh: 4.1

Results for Cc1cc(C)n(C(N)=NC(=O)c2ccccc2)n1 ?
MsrA inhibitor: 0.3; DNMT1 block: 4.2; NRP1-CendR mod: -5.7; STEP inh: -0.4; SUMO1-SIM PPI: 0.8; Tb MetRS inh: -0.1; LMPTP block: -2.7; bovine MsrA act: -3.9; E coli Lon inh: -10.6

Reprinted at random: two compounds from above
What do the screens show for `CC1CN(C(=O)CSc2ncnc3sccc23)CC(C)O1` (centres undefined)?
MsrA inhibitor: 0.1; DNMT1 block: 1.4; NRP1-CendR mod: -34.2; Scp1 inh: -3.6; STEP inh: -0.5; SUMO1-SIM PPI: 3.9; Tb MetRS inh: -0.3; LMPTP block: 0.1; bovine MsrA act: 1.5; E coli Lon inh: -13.5

Results for COc1ccc(C(=O)N/N=C/c2cn[nH]c2-c2ccc(OC)cc2OC)cc1 ?
MsrA inhibitor: 0.9; DNMT1 block: 0.9; NRP1-CendR mod: 6.9; Scp1 inh: -16.6; STEP inh: 1.3; SUMO1-SIM PPI: 17.4; Tb MetRS inh: 0.5; LMPTP block: -0.3; bovine MsrA act: -5.1; E coli Lon inh: -11.3

More structures.
Results for COc1ccc2nc(NC(=O)CCc3cc(OC)c(OC)c(OC)c3)sc2c1 ?
MsrA inhibitor: 0.3; DNMT1 block: -7.2; NRP1-CendR mod: 15.4; Scp1 inh: -8.6; STEP inh: -0.5; SUMO1-SIM PPI: 8.4; Tb MetRS inh: 0.3; LMPTP block: 0.6; bovine MsrA act: -2.6; E coli Lon inh: 4.7

Results for CCC1N=C(SC)NC(C)=C1C(=O)c1ccccc1 (centres undefined) ?
MsrA inhibitor: 1.3; DNMT1 block: -0.4; NRP1-CendR mod: -0.7; Scp1 inh: 96.1*; STEP inh: -5.6; SUMO1-SIM PPI: -4.3; Tb MetRS inh: -0.8; LMPTP block: 0.9; bovine MsrA act: -3.1; E coli Lon inh: 3.3

How did CCN(c1ccccc1)S(=O)(=O)c1ccc(Cl)c(NC(=O)CSc2n[nH]c(N)n2)c1 do in these assays?
MsrA inhibitor: 0.4; DNMT1 block: -7.8; NRP1-CendR mod: -1.2; Scp1 inh: 0.7; STEP inh: -1.1; SUMO1-SIM PPI: 4.0; Tb MetRS inh: -0.6; LMPTP block: -1.1; bovine MsrA act: -3.8; E coli Lon inh: -0.9

Results for CC1(C)CC(=O)C(C2C3=C(CC(C)(C)CC3=O)Oc3ccccc32)=C(O)C1 (centres undefined) ?
MsrA inhibitor: -0.2; DNMT1 block: -0.6; NRP1-CendR mod: -18.0; Scp1 inh: -9.4; STEP inh: 1.1; SUMO1-SIM PPI: 1.6; Tb MetRS inh: -0.6; LMPTP block: -0.1; bovine MsrA act: 1.8; E coli Lon inh: -5.5

Results for CCC1SC(N)=NC1=O (centres undefined) ?
MsrA inhibitor: 0.0; DNMT1 block: -1.3; NRP1-CendR mod: -0.6; Scp1 inh: -2.2; STEP inh: -1.0; SUMO1-SIM PPI: 0.5; Tb MetRS inh: -0.1; LMPTP block: -1.0; bovine MsrA act: 3.5; E coli Lon inh: -2.0

Results for CC(Cc1ccccc1)NC(=O)c1ccc([N+](=O)[O-])cc1 (centres undefined) ?
MsrA inhibitor: -0.8; DNMT1 block: 7.4; NRP1-CendR mod: 8.2; Scp1 inh: -2.7; STEP inh: -3.2; SUMO1-SIM PPI: -22.5; Tb MetRS inh: -0.2; LMPTP block: -1.6; bovine MsrA act: -3.5; E coli Lon inh: -7.0

Hits appear at their usual frequency. About 4.3% of those tested had a hit in this group.
